Screening data as filed in PubChem BioAssay.
Lipid storage S3 = qHTS Assay for Lipid Storage Modulators in Drosophila S3 Cells; actives 0.64% (n = 320,000); lipid storage change, negative = inhibition, % at the top dose, mostly 46.1 µM; hits show Potency in µM; Drosophila S3 cells, BODIPY lipid droplet fluorescence, 18-24 h; cells fed with added oleic acid; AID 2685, 2010; active means well fitted inhibition curve with a large enough effect in the signal ratio, with a control signal flat, not every such curve was filed as active; inconclusive means small, poorly fitted or top-dose-only effect, or effect the other way, or a change in a side signal; the % refers to the signal ratio
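Drosophila S3 cells loaded with oleic acid (400 uM, as added) and compounds at several concentrations; lipid droplets imaged by 488-nm laser-scanning cytometry, 500–530 nm intensity and object ratio to cell channel. Percent activity normalized to 20 uM Triacsin C.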
Lipid storage S3 cell count max = recorded beside Lipid storage S3, whose call it bears; cell number change, %; measured here: cell count max response;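 cells counted by Cell Tracker Red CMTPX staining in the red channel; peak over a dose series mostly up to 46.1 µM; percent activity relative to internal control wells on each plate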
Starred values were filed as active, the others as inactive; i = inactive; u = inconclusive; x = not tested or not shown; [ ] = another dose, or the depositor's remark. On the % scale 0 is the no-effect control and ±100 the full control effect; potency means the concentration at half of the fitted maximal effect. Not all compounds are listed; the hit share may differ from the screen's.

Every second line gives: Lipid storage S3 | Lipid storage S3 cell count max
N#Cc1c2c(c(-c3ccccc3)[nH]c1=O)CCCC2
 : u | x
CCOC(=O)c1ccc2c(c1)nc(-c1ccc(F)cc1)c1nccn12
 : u | x
O=C(/C=C/c1cccc([N+](=O)[O-])c1)c1ccco1
 : 4.11µM* | -29.8*
Cc1ccc(S(=O)(=O)NCc2ccccc2)cc1C(=O)N1CC(C)CC(C)C1 (centres undefined)
 : i | x
Cc1onc(-c2ccccc2)c1C(=O)Nc1ccc2c(c1)OCCO2
 : 9.1% | -2.2
Cc1cccc(C)c1OCC(=O)Nn1c(COc2ccccc2)nc2ccccc2c1=O
 : u | x
Cc1ccc(C(=O)O)cc1N1C(=O)CCCC1=O
 : u | x
CCOC(=O)c1sc(NC(=O)CCSC)nc1C
 : 25.0% | -9.6
FC(F)(F)c1ccc(CN2C[C@@H]3C(c4ccc(C(F)(F)F)cc4)C4(c5cccnc5)CC3(C4)[C@H]2c2ccccc2)cc1 (some centres undefined)
 : 6.5% | 18.3
CCOc1ccccc1N1CCN(Cc2c(C)n(C)n(-c3ccccc3)c2=O)CC1
 : u | x
CCCC(C)n1[nH]c(=O)cc1N (centres undefined)
 : 2.5% | 0.1
CC(=O)c1cccc(OCC(=O)N(C)CC(=O)Nc2ccc(F)cc2)c1
 : -0.7% | -8.4
Cc1ccccc1C(O)c1cccnc1 (centres undefined)
 : u | x
Cc1c(C(=O)N2CC[C@@H](N3CCC(O)CC3)[C@H](O)C2)[nH]c2ccc(Cl)cc12
 : u | x
CC(C)NS(=O)(=O)c1ccc(CCC(=O)NCc2ccc3c(c2)OCO3)cc1
 : 5.6% | -17.1
O=C(NCCNc1ccc([N+](=O)[O-])cc1C(F)(F)F)c1cccc(F)c1
 : -9.1% | -16.1
Cc1nnc(SCC(=O)N2CC(=O)Nc3ccccc32)n1Cc1ccccc1
 : u | x
O=C(CN1CCN(S(=O)(=O)c2ccccc2)CC1)Nc1ccccc1C(=O)NC1CC1
 : u | x
O=c1oc2ccccc2cc1C1=Nn2c(nnc2-c2cccnc2)SC1
 : u | x
CC(NC(=O)CN1C(=O)NC2(CCc3ccccc32)C1=O)c1ccccc1 (centres undefined)
 : u | x
COc1ccc(NC(=O)c2oc3ccccc3c2NC(=O)c2ccco2)cc1
 : u | x
O=C(NCCO)/C(=C\c1ccco1)NC(=O)c1cccs1
 : u | x
COc1cc(OC)cc(C(=O)N/N=C/c2ccc(OC)c(COc3ccc4ccccc4c3)c2)c1
 : u | x
O=C1NC(=O)C2(COC3(CCCC3)OC2)S1
 : u | x
CCCC(=O)Nc1ccc(N2CCCCC2)cc1
 : u | x
O=C(CSc1n[nH]c(=O)[nH]c1=O)N/N=C/c1ccccc1
 : u | x
CCn1c(SCC(=O)c2ccc(Cl)s2)nnc1-c1cccs1
 : u | x
CCCCCCCC(=O)Nc1cc(C(=O)NCc2ccc(C)cc2)ccc1N1CCC2(CC1)CC(c1cccc(Br)c1)=NO2
 : u | x
O=C(Nc1cccn(Cc2c(Cl)cccc2Cl)c1=O)c1c(Cl)cccc1Cl
 : -17.8% | 12.4
Cc1cc(=O)[nH]c(SCC(=O)NN(c2ccccc2)c2ccccc2)n1
 : 11.9% | -2.3
Cc1cccn2c(=O)c3cc(C(=O)NCCCOC(C)C)sc3nc12
 : u | x
COc1cccc(CC(=O)Nc2nc(-c3ccc(F)c(F)c3)cs2)c1
 : u | x
CC(=O)Nc1cccc(NC(=O)C2CCCN2C(=O)Nc2ccc(C)cc2)c1 (centres undefined)
 : u | x
CN(C(=O)COC(=O)c1ccc(-c2ccc(O)cc2)cc1)C1CCS(=O)(=O)C1 (centres undefined)
 : u | x
COc1ccccc1NC(=O)COC(=O)c1cc2c(s1)CCC2
 : u | x
CCOC(=O)c1ccc(NC(=O)c2nc[nH]c2C(=O)N2CCC(C)CC2)cc1
 : -28.0% | -16.1
CC(Sc1nc(N)cc(=O)[nH]1)C(=O)NCC(=O)Nc1ccc(F)c(F)c1F (centres undefined)
 : u | x
Cc1nnc(NC(=O)CSc2nnc(Cc3cccn3C)n2C)s1
 : 12.7% | x
O=C(c1ccc2c3n(nc2c1)-c1ccccc1CO3)N1CCCCC1
 : 1.0% | 5.5
O=C(NNC(=O)c1ccccc1Br)c1ccccc1Cl
 : u | x
O=C(CNC(=O)c1ccncc1)N/N=C/c1cccc([N+](=O)[O-])c1
 : -3.9% | 5.3
CCC(c1nnnn1Cc1ccc2c(c1)OCO2)N1CCN(c2ccc(F)cc2)CC1 (centres undefined)
 : u | x
Cn1cccc1CNCc1ccccc1Cl
 : 9.5% | 11.4
C/C(=C\c1ccc2c(c1)OCO2)C1Nc2cccc3cccc(c23)N1
 : u | x
Cc1n[nH]c(C)c1S(=O)(=O)N1CCCC(C(=O)Nc2nccs2)C1 (centres undefined)
 : u | x
CCCCCCCC(=O)OCC(COC(=O)CCCCCCC)OC(=O)CCCCCCC
 : 19.5% | 21.5
CCOc1cc(/C=N/NC(=O)COc2cccc(C)c2)ccc1OC(=O)c1cccs1
 : -10.2% | -10.1
O=C(Nc1ccc(-c2ccc([N+](=O)[O-])cc2)cc1)c1ccccc1F
 : -4.7% | 20.2
COc1cccc(NC(=O)CN(C)C(=O)c2cc(S(=O)(=O)N3CCCCCC3)ccc2OC)c1
 : u | x
O=C(Nc1ccc(C(=O)N2CCOCC2)cc1)c1ccc([N+](=O)[O-])cc1
 : u | x

(listing goes on)
Every second line gives: Lipid storage S3 | Lipid storage S3 cell count max
COc1ccccc1C(=O)NCC1(c2ccccc2)CCCC1
 : 1.5% | -1.1
O=C(Nc1cnn(Cc2ccc(Cl)c(Cl)c2)c1)C12CC3CC(CC(C3)C1)C2
 : u | x
COc1cc(OC)c2ccc(=O)oc2c1C(CC(=O)N1CCCC1)c1ccc2c(c1)OCO2 (centres undefined)
 : u | x
COc1cccc(NC(=O)CN(C)C(=O)c2c(C)nn(CC(C)C)c2Cl)c1
 : u | x
CCc1c(C)nc(Nc2nc(C)c3cc(OC)ccc3n2)[nH]c1=O
 : u | x
O=C(NNC(=O)c1ccccc1OCc1ccccc1Cl)c1csc(N2CCOCC2)n1
 : i[0.369 µM] | 13.0
Cc1nc(-c2c(C(F)(F)F)noc2-c2ccc(O)cc2O)cs1
 : u | x
CCOC(=O)c1nc(NNC(C)=O)sc1C
 : u | x
CCOc1ccc(C(=O)Nc2cccc3ncccc23)cc1Cl
 : u | x
NC(=O)C1CCN(CC(=O)N2c3ccccc3CCc3ccccc32)CC1
 : i | x
CCOC(=O)c1c(C=O)c(C)n(Cc2ccc(Cl)cc2)c1C
 : u | x
O=C(COc1cc(O)c2c(=O)cc(-c3ccccc3)oc2c1)c1cccc([N+](=O)[O-])c1
 : u | x
CN(C)C(=O)N1CCCC(C(=O)NCc2ccccc2Cl)C1 (centres undefined)
 : 18.8% | -7.1
O=C(COc1ccccc1Cl)Nc1cc(NC(=O)COc2ccccc2Cl)cc(C(=O)O)c1
 : u | x
CCOc1ccccc1OCC(=O)N/N=C(\C)Cc1ccc(OC)cc1
 : u | x
c1ccc2c(c1)nc1n2CN(Cc2ccc3c(c2)OCO3)CN1
 : 13.1% | 10.4
O=C(NCc1ccco1)c1ccccc1SCC(=O)N1CCCC1
 : u | x
O=C(NC1CC1)c1ccc(Cl)c(S(=O)(=O)N2CCOCC2)c1
 : u | x
CC(C)CCNC(=O)CN(CC1CCCO1)C(=O)CCC(=O)Nc1ccccn1 (centres undefined)
 : u | x
N#CCCN(Cc1cccs1)C(=O)Nc1ccc(F)cc1
 : -5.1% | 16.8
Cc1nc2ccccc2c2oc(C(=O)NCc3ccccn3)cc12
 : u | x
CC(C)N1CCC(NC(=O)Nc2ccc3c(c2)OCO3)CC1
 : -8.8% | 0.5
CCOc1ccc(Cl)cc1/C=N/NC(N)=O
 : -0.9% | x
COC(=O)N1CCN(c2ccc(Cl)c(Cl)c2)CC1
 : u | x
Cc1ccc(OC(=O)CN2C(=O)c3ccccc3C2=O)cc1C
 : -0.8% | 9.8
O=C(NCc1ccco1)/C(=C\c1ccco1)NC(=O)c1ccc(Br)o1
 : 4.0% | -3.6
C=C(C)CC1N(c2cccc(OC)c2)C(=O)[C@@H]2C(C(=O)O)[C@H]3C=C[C@@]12O3 (some centres undefined)
 : -11.8% | 9.3
Cc1nc(N)c(CC(Br)CBr)c(Cl)n1 (centres undefined)
 : -13.0% | -0.3
CN(CCCNC(=O)c1ccc(CS(=O)c2ccc(Br)cc2)o1)Cc1ccccc1 (centres undefined)
 : u | x
CN(C)c1ccc(N2CN=C3SCC(=O)N3C2)cc1
 : u | x

(further entries)
Structure,Lipid storage S3,Lipid storage S3 cell count max
O=S(=O)(Nc1ccccc1O)c1ccc(Cl)nc1,u,x
Cc1c(-c2cccc(Cl)c2)nc2ccccc2c1C(=O)OCC(=O)N(C)C1CCS(=O)(=O)C1 (centres undefined),2.4%,-14.6
COC(=O)c1cc(C#N)c(=O)[nH]c1C,u,x
COC(=O)c1[nH]c2cc(C)ccc2c1NC(=O)CN1CCN(C(=O)c2ccco2)CC1,u,x
CC(C)(C)c1ccc(-c2nnc(NC(=O)c3ccccc3)s2)cc1,-23.3%,-4.0
Cc1ccccc1C1CC(c2ccccc2OC(F)F)Nc2ncnn21 (centres undefined),u,x
CN(CC(=O)Nc1ncn[nH]1)S(=O)(=O)c1ccc(Cl)cc1,u,x
O=C1NC2(NN1c1ccccc1)C1CC3CC(C1)CC2C3 (centres undefined),u,x
O=C(Nc1ccccc1C(=O)N1CCCC1)c1cccc(S(=O)(=O)N2CCCCCC2)c1,u,x
CC(C)N1CC(C(=O)Nc2ccc(Br)c(Cl)c2)CC1=O (centres undefined),u,x
O=C(Cc1ccccc1)Nc1ccc(SC(F)F)cc1,0.1%,-8.7
O=[N+]([O-])c1ccccc1S(=O)(=O)N(CC1CO1)c1ccccc1 (centres undefined),u,x
O=C(CSc1nnc(-c2ccncc2)n1-c1ccc(Cl)cc1)N1CCOCC1,u,x
O=C(Nc1cccc([N+](=O)[O-])c1)C(=O)N1CCCCC1,14.2%,-20.3
COc1ccc(C(=O)NNC(=S)NC(=O)c2ccc(Br)o2)cc1OC,u,x
CCS(=O)(=O)N1N=C(c2ccccc2)CC1c1ccc2nccnc2c1 (centres undefined),u,x
C=CCOc1cccc(C2C(C(=O)c3ccco3)=C(O)C(=O)N2CCN(CC)CC)c1 (centres undefined),u,x
CCN(CC)S(=O)(=O)c1cccc(C(=O)N[C@H](C(=O)Nc2nc3ccccc3s2)C(C)C)c1,1.4%,0.1
O=C(CSCc1ccccc1)Nc1ccc(S(=O)(=O)N2CCOCC2)cc1,-20.9%,0.7
O=C(NCc1cn(-c2ccccc2)nc1-c1ccc(F)cc1)c1cccc([N+](=O)[O-])c1,u,x
C/C(CC(C)C)=N\NC(=O)Nc1ccccc1,u,x
Cc1c(NC(=O)c2ccc(Br)o2)c(=O)n(-c2ccccc2)n1C,22.3%,x
O=C(NNC1=NCCC1)c1ccc(Br)cc1,u,x
Cc1cnc(CN(C)Cc2c(C(=O)N3CCCCCCC3)nc3ccc(Cl)cn23)[nH]1,u,x
Cn1c(SCc2cccc([N+](=O)[O-])c2)nc2ccccc2c1=O,u,x
COc1cccc2sc(NC(=O)c3ccc(S(=O)(=O)N4CCOCC4)cc3)nc12,u,x
Cc1cccc(C)c1NC(=O)c1sccc1SCc1cccc(C(F)(F)F)c1,16.9%,-11.5
CN(C(=O)COC(=O)Cn1c(C(F)(F)F)nc2ccccc21)c1c(N)n(Cc2ccccc2)c(=O)[nH]c1=O,-1.4%,1.5
COc1cc(CNc2ccc(N3CCCC3)cc2)ccc1OCc1ccccc1F,u,x
CC(C)(C)c1ccc(C(=O)/C(C#N)=C/c2cccs2)cc1,-7.9%,-6.1
CC(C)(C)SC(=O)CC1NS(=O)(=O)OC2CCCCC12 (centres undefined),u,x
O=c1c2sc3nc(N4CCOCC4)c4c(c3c2ncn1-c1ccccc1)CCCC4,0.0%,0.5
CCOC(=O)c1c(S(=O)(=O)Nc2ccc(C)cn2)c(C)n(C)c1C,u,x
CCOC(=O)CCc1c(C)nc2c(c(C)nn2-c2ccccc2)c1C,-1.3%,4.8
COc1ccc(C(=O)NCc2nnc(SCC(=O)Nc3ccccc3OC)n2C)cc1,u,x
CC(=O)N/N=C/c1cc(C(C)C)cc(/C=N/NC(C)=O)c1O,3.9%,x
O=C(O)c1cn(Cc2ccccc2)c2ccc(Cl)cc2c1=O,14.8%,-0.2
Cc1ccc(C2C(C(=O)c3cccs3)=C(O)C(=O)N2CCN2CCOCC2)o1 (centres undefined),i,x
O=C(Nc1cccc([N+](=O)[O-])c1)Nc1cnccn1,0.9%,14.7

In another format: 4 of the compounds above.
> CC(=O)N/N=C/c1cc(C(C)C)cc(/C=N/NC(C)=O)c1O
- Lipid storage S3: 3.9%
- Lipid storage S3 cell count max: x
> O=C(O)c1cn(Cc2ccccc2)c2ccc(Cl)cc2c1=O
- Lipid storage S3: 14.8%
- Lipid storage S3 cell count max: -0.2
> Cc1ccc(C2C(C(=O)c3cccs3)=C(O)C(=O)N2CCN2CCOCC2)o1 (centres undefined)
- Lipid storage S3: i
- Lipid storage S3 cell count max: x
> O=C(Nc1cccc([N+](=O)[O-])c1)Nc1cnccn1
- Lipid storage S3: 0.9%
- Lipid storage S3 cell count max: 14.7
